Compound activity deposited in PubChem by several laboratories.
HCV NS3 hel inh – blocks Hepatitis C virus NS3 helicase unwinding; 290,000 tested, 0.56% active; NS3 helicase DNA unwinding, Cy5 molecular beacon fluorescence; inhibition, % at 10.9 µM;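 active = inhibition above the mean of all tested compounds plus 3 SD, set per campaign, cut at about 35% in these data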;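 note: 0% = DMSO wells and 100% = thioflavine S control wells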
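Assay system: hepatitis C virus NS3 helicase domain fragment enzyme. Also added: annealed dual-labelled DNA beacon duplex, ATP-started. Timing: 1 h reaction at 25 °C, ATP-initiated. Technique: Cy5 fluorescence at 0 and 60 min, beacon hairpin quenching. Evaluation: % inhibition of unwinding. Replication: one well per compound.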
DNA FID counter – fluorescent intercalator displacement, NS3 helicase counter-screen; inhibition, % at 7.9 µM; 290,000 tested, 0.17% active; AID 1845; DNA fluorescent intercalator displacement, fluorescence; in the data active = inhibition above about 37%;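 note: 0% = vehicle and 100% = reference compound; higher means more ethidium bromide displaced from hairpin DNA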
GPR7 antagonist – antagonists of human GPR7 (neuropeptides B/W receptor 1). P48145. GPR7-expressing cells, fluorescence antagonist assay. inhibition, % at 4.4 µM. 290,000 tested, 1.1% active; in the data active = inhibition above about 16%, passing the limit was not always enough;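 note: cells stimulated with the agonist NPW; 0% = agonist with vehicle and 100% = vehicle without agonist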
GalR3 antagonist – human GalR3 antagonism; inhibition, % at 3 µM; 360,000 tested, 0.44% active; HEK293 GalR3-CNG cAMP membrane potential fluorescence; galR3 body fused to GalR1 C-terminus;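 active = inhibition above the screen-wide average plus 3 SD, cut at about 13% in these data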;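 note: forskolin and galanin both at EC90 stimulate the cells; cAMP rise reported by CNG channel membrane potential dye signal; 0% = forskolin plus galanin with DMSO and 100% = forskolin alone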
OXTR ag – human OXTR agonism; P30559; CHO-OTR cells, Fluo-8 calcium fluorescence; normalized: DMSO 0%, oxytocin 100%; activation, % at 3 µM; 320,000 tested, 0.32% active; AID 2435;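 active = activation above the mean of all tested compounds plus 3 SD, cutoff set per screening run, cut at about 20% in these data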;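 note: peak over basal fluorescence ratio from a 100 s FLIPR kinetic read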
Target sequence (P30559 whole entry, looked up): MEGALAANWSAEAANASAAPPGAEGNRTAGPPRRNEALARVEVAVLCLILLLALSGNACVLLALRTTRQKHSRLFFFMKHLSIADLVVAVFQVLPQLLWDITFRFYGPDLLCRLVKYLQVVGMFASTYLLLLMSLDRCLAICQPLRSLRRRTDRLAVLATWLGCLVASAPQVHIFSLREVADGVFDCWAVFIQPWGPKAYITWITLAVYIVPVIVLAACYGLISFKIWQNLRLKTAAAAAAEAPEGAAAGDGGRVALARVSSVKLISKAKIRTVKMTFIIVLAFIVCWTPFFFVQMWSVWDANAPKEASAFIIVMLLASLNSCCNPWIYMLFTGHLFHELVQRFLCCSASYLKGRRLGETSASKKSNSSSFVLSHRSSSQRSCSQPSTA
VIM-2 inhibitor – inhibitors of Pseudomonas aeruginosa VIM-2 metallo-beta-lactamase | inhibition, % at 5.6 µM | 290,000 tested, 0.89% active | purified VIM-2, nitrocefin hydrolysis, epi-absorbance fluorescence;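 active = inhibition above the mean of all tested compounds plus 3 SD, cutoff set per screening run, cut at about 7.5% in these data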;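 note: red hydrolysis product quenches plate fluorescence so inhibitors raise well fluorescence; 0% = enzyme with DMSO and 100% = DMSO without enzyme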
PHOSPHO1 inh – PHOSPHO1 (human) inhibition; inhibition, % at 13.3 µM; 290,000 tested, 1.1% active; Q8TCT1; recombinant PHOSPHO1, absorbance phosphatase assay; in the data active = inhibition above about 60%
Target sequence (Q8TCT1 whole entry, looked up): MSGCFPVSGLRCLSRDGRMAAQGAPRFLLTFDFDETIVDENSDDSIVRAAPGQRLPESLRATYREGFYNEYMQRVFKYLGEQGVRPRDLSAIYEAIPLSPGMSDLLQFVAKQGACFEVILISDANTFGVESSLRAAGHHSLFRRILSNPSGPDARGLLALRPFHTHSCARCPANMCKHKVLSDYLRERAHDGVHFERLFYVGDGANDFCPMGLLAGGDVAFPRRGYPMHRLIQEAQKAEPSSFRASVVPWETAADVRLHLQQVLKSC
IMP-1 inhibitor – blocks Pseudomonas aeruginosa IMP-1 metallo-beta-lactamase. purified IMP-1, nitrocefin hydrolysis, epi-absorbance fluorescence. inhibition, % at 5.6 µM. 290,000 tested, 0.45% active. AID 1556;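 active = inhibition above the mean plus 3 SD of all compounds in the same screening run, cut at about 4.5% in these data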;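 note: 0% = IMP-1 with DMSO and 100% = DMSO wells lacking enzyme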
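System – purified recombinant IMP-1 beta-lactamase · Input – IMP-1 dispensed at 0.2 nM · Timing – 15 min preincubation plus 25 min reaction at 25 °C · Signal – Epi-absorbance fluorescence, 480 nm excitation, 530 nm emission · Measure – percent IMP-1 inhibition derived from blank-referenced optical density · Controls – Enzyme-plus-DMSO low control, enzyme-free DMSO high control · Replication – singlicate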
V1R ag counter – activates human V1a receptor in oxytocin agonist counter-screen; P37288; CHO-V1R cells, Fluo-8 calcium fluorescence, agonist mode; 0% DMSO, 100% 3 nM vasopressin; activation, % at 3 µM; 320,000 tested, 0.25% active; AID 2797;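 active = activation above the mean activation of all tested compounds plus 3 SD, per screening run, cut at about 20% in these data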;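 note: signal is peak over basal fluorescence ratio across a 100 second FLIPR read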
Target sequence (P37288 whole entry, looked up): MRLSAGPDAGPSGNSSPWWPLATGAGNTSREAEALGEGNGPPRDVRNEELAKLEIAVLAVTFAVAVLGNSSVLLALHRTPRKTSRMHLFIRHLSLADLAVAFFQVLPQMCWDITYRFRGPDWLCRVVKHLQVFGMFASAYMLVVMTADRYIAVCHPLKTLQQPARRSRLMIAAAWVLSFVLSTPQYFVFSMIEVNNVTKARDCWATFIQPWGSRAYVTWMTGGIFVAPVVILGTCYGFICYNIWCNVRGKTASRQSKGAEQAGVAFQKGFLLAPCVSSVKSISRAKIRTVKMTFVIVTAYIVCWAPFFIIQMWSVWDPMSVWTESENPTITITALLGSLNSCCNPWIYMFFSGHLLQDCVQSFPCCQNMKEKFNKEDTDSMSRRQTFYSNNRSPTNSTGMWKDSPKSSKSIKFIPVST
* = called active by the depositor; . = not tested or not shown.

SMILES	HCV NS3 hel inh	DNA FID counter	GPR7 antagonist	GalR3 antagonist	OXTR ag	VIM-2 inhibitor	PHOSPHO1 inh	IMP-1 inhibitor	V1R ag counter
O=S(=O)(/N=C/c1ccccc1O)c1cccs1	-1	5	-16	-8	-0.2	-1.6	-14	-2.9	1.3
COc1ccc(NC(=O)C2CCCN(c3c4c(nc5ncnn35)CCC4)C2)cc1OC (stereo not given)	-7	-24	1	-2	-0.8	0.4	19	0.1	0.1
CCc1ccc(NC(=O)Nc2ccncc2)cc1	-8	9	-12	-6	2.6	-3.8	10	-2.5	4.0
CCCn1nnnc1NC(=O)c1cc(Br)ccc1OC	-2	-6	-16	-3	-1.3	0.3	-49	-1.2	-0.6
CCCC(C(=O)NC(C)(C)CC)N(CC1CCCO1)C(=O)CNS(=O)(=O)c1ccc(F)cc1 (stereo not given)	-39	-38	-16	3	-1.3	-1.4	19	-2.8	-1.5
Cc1cc(N/N=C/c2ccc(Cl)cc2Cl)nc(NCc2ccccc2)n1	-19	2	-18	-3	1.1	-0.9	-7	-5.2	4.2
Cc1ccc(NS(C)(=O)=O)c(C(=O)c2ccccc2)c1	-3	-3	-2	-5	-1.1	-1.4	22	-0.5	-0.4
Cc1ccc(NC(=O)C2CC(=O)Nc3nncn32)cc1 (stereo not given)	9	-2	-20	-2	0.9	-2.5	27	-1.3	0.0
O=C(NCc1cccnc1)NC1CC(=O)N(c2ccc3c(c2)OCCO3)C1 (stereo not given)	-4	6	-11	-6	0.9	1.4	-5	-3.2	0.0
Oc1ccccc1/C=N/NC(=S)NC1CC2CCC1C2 (stereo not given)	16	-11	-23	0	1.0	-3.3	20	-2.1	1.3
CC(C)(C)NC(=O)CSc1nnc(-c2ccncc2)n1Cc1ccccc1	2	-17	-2	-4	-1.0	-2.0	-75	-4.4	0.5
N#C/C(=C\c1ccc[nH]1)C(=O)NCC1CCCO1 (stereo not given)	9	-3	-14	-5	-1.1	0.5	21	-0.5	16
CCCCn1c(N)c(S(=O)(=O)c2ccc(C)cc2)c2nc3ccccc3nc21	-6	-11	6	-7	-1.4	1.2	16	-1.2	-0.4
C=CCn1c(NCc2ccc(OC)cc2)nc2ccccc21	0	-1	-11	-5	0.9	-0.7	24	-1.5	0.2
O=S(=O)(c1ccccc1)N(Cc1ccc(Cl)cc1)c1ccncc1	4	-22	-18	-9	1.3	-0.8	60	-2.4	0.3

Entries of single compounds from above. Order of values: HCV NS3 hel inh	DNA FID counter	GPR7 antagonist	GalR3 antagonist	OXTR ag	VIM-2 inhibitor	PHOSPHO1 inh	IMP-1 inhibitor	V1R ag counter
CCc1ccc(NC(=O)Nc2ccncc2)cc1 across the screens: -8	9	-12	-6	2.6	-3.8	10	-2.5	4.0
O=S(=O)(/N=C/c1ccccc1O)c1cccs1 across the screens: -1	5	-16	-8	-0.2	-1.6	-14	-2.9	1.3
CC(C)(C)NC(=O)CSc1nnc(-c2ccncc2)n1Cc1ccccc1 across the screens: 2	-17	-2	-4	-1.0	-2.0	-75	-4.4	0.5

Next part
SMILES	HCV NS3 hel inh	DNA FID counter	GPR7 antagonist	GalR3 antagonist	OXTR ag	VIM-2 inhibitor	PHOSPHO1 inh	IMP-1 inhibitor	V1R ag counter
Cn1c(=O)c(=O)n(C)c2cc(S(=O)(=O)N3CCN(C4CCCCC4)CC3)ccc21	-5	-2	-12	2	-1.4	-0.8	15	-3.5	-1.1
CCc1nnc(NC(=O)Cn2c(=O)oc3ccccc32)s1	6	-1	-6	1	0.4	-3.6	16	-3.6	0.3
COc1ccccc1CCNC(=O)C(=O)NCC1OCCN1S(=O)(=O)c1ccc(C)cc1 (stereo not given)	1	-42	-1	.	0.3	-3.5	-88	-2.9	0.7
O=C(NCn1cnccc1=O)c1ccccc1	-3	-1	-8	-1	0.9	-3.2	-1	-2.4	0.1
Cc1ccc(C)c(NC(=O)COC(=O)CC2c3ccccc3CCN2S(=O)(=O)c2ccc(F)cc2)c1 (stereo not given)	-9	-22	-8	.	-1.4	-1.2	9	-2.4	-0.3
S=C(NCc1ccc(Cl)cc1)NC12CC3CC(CC(C3)C1)C2	-19	-11	-3	-3	1.4	-3.0	-16	-2.2	3.9
Nc1ccc(-n2nnnc2CN2CCOCC2)cc1	-8	7	-14	-4	0.2	-0.5	-7	-3.8	0.3
O=C(Nc1ccc(Cl)cn1)c1cccc(F)c1	-5	-1	-4	-1	-1.4	-0.8	9	-0.3	-1.4
COc1ccc(-c2nc(CS(=O)CC(=O)NC3CCC(C)CC3)c(C)o2)cc1OC (stereo not given)	-2	-45	-9	-6	-1.1	-1.7	32	-2.6	-0.5
Cc1ccc(-c2nnnn2CS(=O)(=O)c2ccccc2)cc1	4	-1	-2	-3	-0.8	-3.0	18	-2.1	0.1
COc1cccc(CCNC(=O)CCCC(=O)c2ccccc2)c1	-9	-21	1	-12	-1.1	1.6	.	-1.5	0.7
O=C(CCCN1C(=O)S/C(=C\C=C\c2ccccc2)C1=O)Nc1ccc(O)cc1	6	-30	-4	-2	1.2	0.2	14	-2.5	5.2
COc1cccc(-n2nnc(S(=O)(=O)c3ccc(C)cc3)c2N)c1	-3	-9	19	-10	11	-2.0	-26	-2.6	7.6
NC(=O)c1nsc(C(=O)N(c2ccc(F)cc2)C(C(=O)NC2CCCC2)c2ccncc2)c1N (stereo not given)	3	-19	-1	-8	-1.1	-3.2	15	-3.9	0.1
CNC(=O)c1cc(C(=O)c2ccc(F)cc2C(F)(F)F)c[nH]1	11	-2	-1	-11	7.3	-4.0	29	-0.5	5.7
CSc1ncc(C(=O)Nc2ccccc2Cl)c(C)n1	22	-10	-6	-9	-0.8	-2.9	54	-2.8	-0.3
Cc1ccccc1N=C1SCC(=O)N1Cc1ccccc1	0	-13	-8	-1	-2.9	-1.6	9	-2.2	-0.9
C=C(C)C1CC=C(C)/C(=N/NC(=O)c2ccc(NC(=O)c3cccc(C)c3)cc2)C1 (stereo not given)	0	-5	-4	-1	0.2	-1.4	-14	-0.2	0.3
CC(/C=C1\SC(=S)N(NC(=O)c2cccc(O)c2)C1=O)=C\c1ccccc1	10	8	-9	3	-0.3	-2.3	3	-3.9	1.5
O=C(c1ccccc1)N1CCN(C(=O)c2nn3c(C(F)(F)F)cc(-c4ccccc4)nc3c2Br)CC1	6	-6	-1	-9	-0.5	2.8	30	-5.4	-0.9
O=C(/C=C/c1cn(CC(O)CN2CCCCC2)c2ccccc12)c1cccs1 (stereo not given)	-82	22	3	-4	4.3	1.9	0	-2.6	3.0
CCOC(=O)N1CCN(C(=O)c2ccc(CS(=O)(=O)c3c(Cl)cccc3Cl)o2)CC1	-4	-17	7	2	0.5	-2.1	26	0.7	-0.1
Cc1nc2ccc(C(=O)N3c4ccccc4CC3C)cc2s1 (stereo not given)	-4	-24	0	-7	-1.0	-2.3	34	-4.6	2.2
CC1Sc2ccc(S(=O)(=O)N3CCC(C(=O)N(C)Cc4ccccc4)CC3)cc2NC1=O (stereo not given)	-11	-50	20	-2	9.0	0.0	23	-1.2	17
CC(=O)c1c(C)[nH]c(C(=O)Nc2cccc(S(=O)(=O)N(C)c3ccccc3)c2)c1C	-11	-6	6	-4	8.4	-1.9	-21	-1.1	9.5
CC(C)C(=O)NC(Nc1ccc(S(N)(=O)=O)cc1)C(Cl)(Cl)Cl (stereo not given)	2	3	-4	3	-0.9	-0.1	8	0.0	-0.4
CCN(CC)C(=O)Cn1cc(SCC(=O)NC)c2ccccc21	-3	9	-4	8	-1.0	0.9	-5	-3.6	0.5
CCCOc1ccccc1Nc1nnc(C)c(=O)[nH]1	2	-4	0	-4	0.0	-0.8	-3	-1.7	-0.3
Cc1c(C(=O)N2CCOCC2)[nH]c2ccc(OCc3ccccc3)cc12	-10	-35	0	-9	8.9	-1.3	10	-3.8	6.8
CCCCCNC(=O)CN(c1ccc2c(c1)OCO2)S(C)(=O)=O	9	-8	-7	-1	-0.6	-1.1	-4	-2.8	0.2
CN1CCN(c2ncnc3scc(-c4ccccc4Cl)c23)CC1	-6	2	1	-9	0.7	-0.7	19	-0.8	0.3
COc1ccccc1-c1nnc(NC(=O)c2ccc(S(=O)(=O)N(C)Cc3ccccc3)cc2)o1	12	-2	-8	.	-1.6	-4.1	-2	-2.0	-1.1
COc1ccc(CCNc2oc(Cc3cccc4ccccc34)nc2C#N)cc1OC	-10	-25	7	-3	-1.1	-0.2	6	-3.2	2.6
Cc1ccc(O)c(-c2cc(C(F)(F)C(F)F)nc(-c3ccccc3)n2)c1	2	4	2	0	-0.8	-2.4	19	-1.9	-0.1
C=CCC1(CC=C)CCCN1C(=O)CC1C(=O)NCCN1Cc1cc(OC)cc(OC)c1 (stereo not given)	7	-32	-19	0	-0.6	-2.8	18	-2.9	-0.7
CCOC(=O)C1CCN(C(=O)c2cc3ccccc3oc2=O)CC1	-2	-5	-1	-1	-0.2	-2.6	32	-2.1	0.7
CCOC(=O)c1ccc(NC(=O)NC2CC3CCC(C2)N3Cc2nnnn2Cc2ccco2)cc1 (stereo not given)	-10	-21	24	3	-1.3	-1.7	20	-1.3	-0.2
Cc1ccc(CN2C(=O)c3ccccc3NC2c2cc(Br)ccc2O)cc1 (stereo not given)	-4	-3	-12	1	2.7	-2.3	23	-0.7	3.5
CC1(C)Cc2c(sc(NC(=O)/C=C/C(=O)O)c2C#N)CO1	10	-3	5	-8	0.3	1.3	18	-0.5	2.0
O=C(COC(=O)C1CC2C=CC1C2)Nc1ccc2c(c1)OC(F)(F)O2 (stereo not given)	-13	-3	-3	-5	-0.5	-3.1	9	-1.9	0.6
O=C(COC(=O)c1cccc([N+](=O)[O-])c1)NCC1CCCO1 (stereo not given)	-1	0	-8	-6	1.7	-1.2	12	-0.4	0.1
CCOc1ccccc1NC(=O)CSc1nnc(CNC(=O)COc2ccc(Cl)cc2)o1	-4	-3	-7	4	1.4	-3.0	16	-1.7	2.6
N#C/C(=C\c1ccccc1Cl)C(=O)NC(=O)Oc1ccccc1	0	-2	-4	-1	0.3	-1.7	1	-0.8	1.3
Cn1c(O)c(N=Nc2ccccc2)c2ccccc21	5	-2	0	-9	-0.4	1.6	29	-1.1	-0.9
NC(=O)[C@H]1CC2(CC(c3cccc(NC(=O)COc4ccc(Cl)cc4)c3)=NO2)CN1C(=O)C(c1ccccc1)c1ccccc1 (stereo not given in full)	.	.	.	-2	0.3	.	31	.	2.6
CCOC(=O)C(C)Sc1nc2c([nH]c3ccccc32)c(=O)n1C (stereo not given)	-6	-9	-4	-2	-1.4	-1.4	-6	-0.2	-1.3
CCOc1ccccc1-n1cnc(C#N)c1N	-2	-1	-21	-4	1.1	0.5	27	-2.3	-0.8
CC(C)(C)NCCCOc1ccc(Cl)cc1C(C)(C)C	-39	12	20	.	9.2	-0.5	-18	0.0	4.3
O=C1C2C3c4ccccc4C(Br)(c4ccccc43)C2C(=O)N1c1ccccc1O (stereo not given)	-5	-19	-15	-6	-0.7	-1.6	-8	-1.3	0.5
